Screens (PubChem)
Tb hexokinase: blocks Trypanosoma brucei hexokinase 1 activity. recombinant TbHK1, G6PDH-coupled NADH A340. inhibition, % at 10 µM. 220,000 tested, 0.11% active. AID 1430;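 active = inhibition of 50% or more in the single-dose primary screen; inactive = inhibition below 50%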
NCF1 inh: p47phox (human) inhibition; inhibition, % at 24.7 µM; 220,000 tested, 0.53% active; P14598; p47phox/p22phox peptide binding, fluorescence polarization, 2 h; AID 1274;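 active = inhibition above about 30%, limit read from the data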;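 also: 0% = p47phox with labelled peptide and 100% = labelled peptide alone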
Target sequence (P14598 whole entry, looked up): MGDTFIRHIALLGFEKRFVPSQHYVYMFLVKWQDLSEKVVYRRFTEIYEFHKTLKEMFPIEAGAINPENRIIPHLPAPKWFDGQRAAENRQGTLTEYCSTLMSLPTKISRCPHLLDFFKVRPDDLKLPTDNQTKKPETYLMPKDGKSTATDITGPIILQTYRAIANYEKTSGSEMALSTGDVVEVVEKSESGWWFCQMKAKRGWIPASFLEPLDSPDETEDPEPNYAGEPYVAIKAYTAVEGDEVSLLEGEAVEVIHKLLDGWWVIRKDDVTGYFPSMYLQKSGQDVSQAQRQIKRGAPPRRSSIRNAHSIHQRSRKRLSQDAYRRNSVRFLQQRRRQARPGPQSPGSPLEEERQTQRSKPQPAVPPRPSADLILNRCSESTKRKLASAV
p97 inhibitor: human p97 ATPase inhibition | P55072 | recombinant p97 ATPase, Kinase-Glo ATP luminescence, 3 h | inhibition, % at 8 µM | 220,000 tested, 0.42% active | AID 1481; in the data active = inhibition above about 15%;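 also: 0% = DMSO vehicle and 100% = wells lacking enzyme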
BaF3 tox: reduces parental Ba/F3 cell viability, JAK2V617F counter-screen | CellTiter-Glo ATP luminescence | inhibition, % at 5.6 µM | 220,000 tested, 1.1% active | AID 1486;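 active = inhibition above a per-campaign cutoff, the mean inhibition of all tested compounds plus 3 SD, cut at about 27% in these data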;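 also: 0% = DMSO wells and 100% = JAK Inhibitor I control wells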
Furin inhibitor: human furin inhibition; purified furin, fluorogenic substrate cleavage; inhibition, % at 30 µM; 220,000 tested, 0.061% active; AID 463115; in the data active = inhibition above about 25%; also: inactives centre near -15
PPC-1+TRAIL kill: compounds killing PPC-1 cancer cells with TRAIL present (potentiator screen, no TRAIL-free arm). PPC-1 cells + TRAIL, ATPLite viability luminescence. cell killing (% activity), % at 4 µM. 220,000 tested, 0.41% active. AID 1443;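 active = cell killing above 50% in the first pass at 4 µM, then a duplicate retest at 5 µM averaging 50% or more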;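 also: plate controls were cells with TRAIL plus DMSO for no effect and medium-only wells lacking cells for full effect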
PGE2 EP2 inh: inhibitors of human EP2 prostaglandin E2 receptor. P43116. AID 1422. inhibition, % at 25 µM. C6 glioma cells expressing human EP2, cAMP TR-FRET; cells stimulated with saturating PGE2. 260,000 tested, 0.52% active;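 active = percent inhibition above 40 after rounding to a whole number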;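 also: rat C6 glioma host cells with rolipram phosphodiesterase inhibitor present; the protocol text gives 20 µM as final concentration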
Target sequence (P43116 whole entry, looked up): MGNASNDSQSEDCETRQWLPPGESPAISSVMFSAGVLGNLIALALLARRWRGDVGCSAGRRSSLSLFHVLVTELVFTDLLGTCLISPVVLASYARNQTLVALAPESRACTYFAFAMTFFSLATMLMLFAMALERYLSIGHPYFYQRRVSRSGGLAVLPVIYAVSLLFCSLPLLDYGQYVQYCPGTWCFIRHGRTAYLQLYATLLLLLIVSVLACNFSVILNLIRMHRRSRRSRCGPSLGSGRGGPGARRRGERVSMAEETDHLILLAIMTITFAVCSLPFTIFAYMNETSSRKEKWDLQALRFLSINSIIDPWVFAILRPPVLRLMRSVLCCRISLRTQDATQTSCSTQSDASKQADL
RBBP9 inh: inhibitors of human serine hydrolase RBBP9. recombinant RBBP9, FP-Rh probe fluorescence polarization. inhibition, % at 7.94 µM. 220,000 tested, 0.2% active. AID 1515;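 active = inhibition above the campaign mean of all tested compounds plus 3 SD, cut at about 14% in these data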;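 also: plate controls were DMSO wells with RBBP9 for no effect and wells lacking RBBP9 protein for full effect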
Target sequence (O75884 whole entry, looked up): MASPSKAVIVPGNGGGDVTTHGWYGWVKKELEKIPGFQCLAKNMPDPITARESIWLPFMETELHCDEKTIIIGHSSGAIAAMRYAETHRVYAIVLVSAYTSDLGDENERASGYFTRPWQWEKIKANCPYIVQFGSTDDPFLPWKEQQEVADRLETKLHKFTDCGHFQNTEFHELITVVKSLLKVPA
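system = RBBP9 protein | input = RBBP9 at 2.5 µM in dispensed solution, before mixing | measured by = fluorescence polarization (mP), excitation 525 nm, emission 598 nm | incubation = enzyme-compound preincubation 30 min, then probe labeling 45 min, 25 °C | buffer or medium = Tris-NaCl-Pluronic buffer, pH 8.0 | compound = single dose 7.94 µM | also added = FP-Rh probe, 375 nM dispensing solution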
Ba/F3 V617F tox: lowers viability of Ba/F3 cells expressing EpoR and JAK2V617F | ATP luminescence | inhibition, % at 5.6 µM | 220,000 tested, 1.1% active | AID 1446;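 active = inhibition above the campaign mean plus 3 SD over all tested compounds, cut at about 24% in these data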;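 also: cytokine-independent growth of Ba/F3 cells driven by EpoR plus mutant JAK2; 0% = DMSO-treated cells and 100% = JAK inhibitor I control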
* hit, by the source's call; . = no result given; & = joins results of further samples; [ ] = remark or other dose. These rows are one share of the data; the hit share may differ from the screen's.

SMILES	Tb hexokinase	NCF1 inh	p97 inhibitor	BaF3 tox	Furin inhibitor	PPC-1+TRAIL kill	PGE2 EP2 inh	RBBP9 inh	Ba/F3 V617F tox
C=CCNC(=O)c1ccc2c(=O)n(CCCN3CCCC3=O)c(=S)[nH]c2c1	-2	2	3	2	-21	3	8	-1	-3
CCOCCCNC(=O)/C(C#N)=C/c1cc(Br)c(O)c(Br)c1	-23	-17	7	10	-4	-3	12	-5	64*
CC(=O)Nc1ccc(S(=O)(=O)N(C)CC(=O)NC2=NCCS2)cc1	-9	3	-2	-1	-14	8	7	-3	-1
COc1ccc(CNC(=O)COC(=O)CCOc2ccccc2)cc1	35	-4	2	5	-7	13	7	-2	2
CC(=O)Nc1ccc(OC(=O)Oc2ccc(NC(C)=O)cc2)cc1	0	-4	-1	0	-17	26	0	-6	3
Cc1cc(C)nc(SCc2nnc(SCC(=O)Nc3ccc(Cl)c(C(F)(F)F)c3)o2)n1	0	-36	-4	3	-13	12	23	-6	-1
O=C(Cn1nc(-c2ccccc2)c2ccccc2c1=O)NN1CCOCC1	-8	-5	7	4	-14	-6	3	-7	-6
COc1ccc(Cc2nc(N)nc(N)n2)cc1	1	-10	-3	7	-18[20 µM]	39	7&25	5	3
N#Cc1c(N)nc2c(c1-c1ccc(F)cc1)c(=O)nc1sccn12	-23	-4	5	8	-8	34	7	-5	-1
CCN(CC)CC(O)Cn1c2ccccc2c2ccccc21 (stereo unspecified)	-8	-12	-5	7	-14	19	12	-12	7
COc1ccc(-c2[nH]ncc2CNC(C)c2cn(C)nc2C)c(F)c1 (stereo unspecified)	-3	2	-1	6	-17	-11	4	-2	4
CC(C)C(O)(C#CCN1CCCCCC1)c1ccccc1 (stereo unspecified)	-5	-5	-1	4	-11	9	7	-2	-5
COc1ccc(CNC(=O)C(CCSC)NC(=O)c2ccco2)cc1 (stereo unspecified)	-6	-5	-2	1	-1[20 µM]	11	7	-1	-1
Cc1cccc(C)c1NC(=O)CSc1nc(-c2ccco2)cc(C(F)(F)F)n1	-12	1	-4	3	-14[20 µM]	6	23&13	-11	2
Nc1c(C(=O)Nc2ccc(F)cc2)nnn1-c1cccc(C(F)(F)F)c1	2	-12	2	6	-30	0	3	1	-1
CC12COC3(C(=O)Nc4cccnc4)CC1CCC32C (stereo unspecified)	-2	-12	6	-3	-20	8	9	-5	-4
COc1ccc(N2C(=O)CC(N3CCN(c4ccccc4F)CC3)C2=O)cc1 (stereo unspecified)	4	-4	-2	6	-11[20 µM]	9	2	-9	6
CC1CCCC(C)N1S(=O)(=O)c1ccc(NC(=O)CCn2cnc3ccccc3c2=O)cc1 (stereo unspecified)	-10	-13	-3	4	3[20 µM]	6	8	-11	-2
CC12CCC(C(=O)Nc3ncc([N+](=O)[O-])s3)(OC1=O)C2(C)C (stereo unspecified)	4	3	4	7	-13[20 µM]	22	13	-10	0
CCCCCCCCCCCCS(=O)(=O)CCC(=O)O	2	-10	-4	1	-18	-13	11	-7	-1
O=C(Nc1cccc(C(F)(F)F)c1)c1n[nH]c(Cn2cncn2)n1	-7	-8	-3	-1	-15[20 µM]	18	2	-3	-2
CCCn1c(=S)[nH]c2cc(C(=O)NCC3CCCO3)ccc2c1=O (stereo unspecified)	-7	-5	4	3	-21	-5	13	-3	1
COc1ccc(-c2cn3c(C)c(C(=O)Nc4cccc(NC(C)=O)c4)sc3n2)cc1	-1	-4	-8	3	-20	-1	11	-16	-1
O=C(NNc1ncc(C(F)(F)F)cc1Cl)c1c(Cl)cccc1Cl	8	-16	-3	83*	-9	16	7	-11	83*
COc1ccc(C2NC(=S)N3C(c4ccc(OC)cc4)NC(=S)N23)cc1 (stereo unspecified)	-13	-8	4	2	-11[20 µM]	2	14	-10	-2
CC1(C)Oc2ccc(C(=O)NC3CCCC3)cc2N(CC(=O)NC2CCCCC2)C1=O	2	-6	-4	6	-21	8	6	-1	6
Cc1ccc(C)c(CN2CCNC2=O)c1	1	137*	1	-1	-20	.	6	-2	-2
S=C(NCc1ccco1)N/N=C/c1cccnc1	-27	4	-1	-2	-4	16	9	-1	-1
Cn1ncc(Cl)c(Oc2ccccc2)c1=O	3	4	4	8	-1	4	4	4	4
CCc1ccc(C2CC(c3cccc(Cl)c3)n3nc(N)nc3N2)cc1 (stereo unspecified)	-2	-11	10	2	-20	10	7	-7	-2
COc1ccc(NC(=O)COC(=O)c2ccc(Cl)c(S(N)(=O)=O)c2)c([N+](=O)[O-])c1	-9	0	3	-8	-19	13	7	-5	-2
CC(Oc1ccc(-c2ccccc2)c(F)c1)c1ccn(S(=O)(=O)c2cccc3ccccc23)n1 (stereo unspecified)	-7	31*	-1	8	-15[20 µM]	3	.	-3	-3
N#C/C(=C(/O)Cc1cccc2ccccc12)c1nc2ccccc2s1	-39	-9	2	5	-15[20 µM]	15	7	-5	-1
COc1ccc(-c2nnc(NC(=O)Cc3ccccc3)s2)c(OC)c1	-16	-3	0	2	-17	14	9	-5	-1
Cc1ccc(C(=O)O)cc1NC(=S)NC(=O)c1ccc(-c2ccc(Cl)cc2)o1	-63	-19	-5	1	-6	26	7	-8	-1
COC(=O)CNc1nc(Cl)nc(Nc2ccc(Cl)cc2)n1	-5	-14	8	4	-17	0	4	0	-4
Cc1ccc(OCC(O)CN2CCN(Cc3ccc4c(c3)OCO4)CC2)cc1C (stereo unspecified)	-2	-6	-2	4	-19	18	12	-6	2
CCOC(=O)c1oc2nc(C)c3c(c2c1N)CC(C)(C)OC3	-18	-14	6	-3	-34	-7	10	-4	-4
CCCC(=O)N/C(N)=N/c1nc2ccccc2o1	-10	-10	8	-4	-20	23	11	-8	-4
O=C1CN(S(=O)(=O)c2ccccc2)CC(=O)N1CCc1ccccc1	6	-10	2	4	-30[20 µM]	24	8	-5	-1
O=C(NCc1cccnc1)c1cnc2ccccc2n1	-15	-13	5	4	-20	8	9	5	-1
Cc1nonc1CC(=O)N1CCCC(C(=O)c2ccc(Cl)cc2)C1 (stereo unspecified)	-5	3	-1	11	-14	-9	7	-7	3
COCCNC(=S)Nc1ccc2nc(N3CCCC3)cc(C)c2c1	4	11	2	7	1	16	14	-5	1
CC(C)(C)C(=O)Nc1cccc(-c2nnc(-c3cccc(NC(=O)C(C)(C)C)c3)o2)c1	1	5	3	3	-23[20 µM]	-1	11	-2	-2
Cn1c(SCc2c(F)cccc2Cl)nc2c(c1=O)SCC2	-5	-19	2	7	-26	1	11	-3	-1
O=C1c2ccccc2-c2nc3ccccc3nc21	-18	-21	-3	4	-3[20 µM]	6	6	-13	0
CCn1c(=N)c(S(=O)(=O)c2ccc(Cl)cc2)cc2c(=O)n3ccccc3nc21	2	4	6	5	-40	.	4	0	-1
NC(=O)COc1ccc(=O)n(-c2ccccc2)n1	-5	-27	-3	6	-9	-14	11	-3	4
CCOC(=O)N1CCC(NC(=O)CSCc2nc(-c3ccc(OC)c(OC)c3)oc2C)CC1	6	-4	-4	5	-25	9	1	3	2
CCOC(=O)c1nnn(-c2nonc2N)c1C	5	0	2	2	-17[20 µM]	15	6	0	-2
O=C(COc1cccc(-n2cnnn2)c1)NCCC1=CCCCC1	2	-16	-11	2	-10	27	6	-13	2
COc1ccccc1N1CCN(C(=O)c2ccc(Br)s2)CC1	-6	-5	3	4	-15	11	3	-9	-1
CCOC(=O)Cc1c(C)nc2c(-c3ccc(Cl)cc3)c(C)nn2c1C	-12	-5	4	3	-33	16	9	5	-1
O=C(O)C(Cc1ccccc1)N1C(=O)c2cccc3cccc(c23)C1=O (stereo unspecified)	-29	-6	2	7	-5	18	11	2	2
CC(C)(CNC(=O)C1CCCN1C(=O)c1cccs1)N1CCOCC1 (stereo unspecified)	-2	-5	3	5	-16	18	7	-3	-1
CC1(C)N=C(SCC(=O)Nc2ccccc2)C(c2ccc(Cl)cc2)=N1	-1	-7	-5	7	-6[20 µM]	9	12	-2	6
COc1ccc2sc(C)[n+](C)c2c1	-9	-16	4	9	-22	-12	3	-14	-3
Cc1ccc(/C=C/C(=O)Nc2nnc(SCc3ccc(C#N)cc3)s2)o1	13	-17	4	1	-27	3	2	-3	-3
O=C1Nc2ccc(Br)cc2C12NNc1ccccc1O2 (stereo unspecified)	-6	-54	0	4	-11	16	5	6	5
O=C(Nc1ccccc1C(=O)Nc1ccccc1C(=O)NCc1ccco1)c1ccco1	2	-26	-1	3	-24[20 µM]	12	22	-19	0

Arranged by value in RBBP9 inh (descending): three of the compounds above
SMILES	RBBP9 inh
Cn1ncc(Cl)c(Oc2ccccc2)c1=O	4
CCn1c(=N)c(S(=O)(=O)c2ccc(Cl)cc2)cc2c(=O)n3ccccc3nc21	0
CC(C)(CNC(=O)C1CCCN1C(=O)c1cccs1)N1CCOCC1 (stereo unspecified)	-3

Additional results
SMILES	Tb hexokinase	NCF1 inh	p97 inhibitor	BaF3 tox	Furin inhibitor	PPC-1+TRAIL kill	PGE2 EP2 inh	RBBP9 inh	Ba/F3 V617F tox
C=CCn1c(C)cc(C(=O)CSc2ccc(NC(C)=O)cc2)c1C	-2	3	3	9	-11[20 µM]	19	15	2	3
O=C(O)c1cc(Cl)c2ccccc2c1O	-5	-4	6	2	-19[20 µM]	-14	12	-16	2
Cc1cc(O)c(-c2cc(C(=O)Nc3cccnc3)[nH]n2)cc1C	6	-14	2	-11	-24	1	4	-8	2
COC(=O)c1cc2n(n1)CCN(Cc1ccc(OC)cc1)C2=O	-10	-8	-5	3	11	3	8	-9	0
CC1Oc2ccccc2N(CC(=O)NCc2ccccc2)C1=O (stereo unspecified)	3	1	1	5	-12	7	12&6	-5	2
N#Cc1c(C(F)(F)F)cc(-c2cccc(Cl)c2)[nH]c1=O	-6	-13	4	3	-20[20 µM]	1	8	0	-3
COc1ccc(C(=O)N2CCN(c3ccccn3)CC2)cc1[N+](=O)[O-]	-9	-3	-2	-1	-25	4	8	-6	-2
CCC(C)c1ccc(O)c(N)c1 (stereo unspecified)	3	-11	4	2	-25	-32	2	2	-2
O=C(Nc1ccccc1C(F)(F)F)NC1CCCCC1	-2	-17	-4	4	-15[20 µM]	-4	3	-5	2
O=S1(=O)C[C@@H](O)[C@@H](Nc2ccc(Cl)cc2)C1	3	-3	1	2	-24[20 µM]	28	5	-9	-1
O=C(Cc1ccccn1)Nc1ccccc1	2	-8	4	4	-28	-8	1	-1	-3
CCC(C)NC(=O)CSc1ncnc2sccc12 (stereo unspecified)	7	-12	-3	0	-11	-4	5	0	4
CCOC(=O)C1C2C=CC3(CN(CCc4ccccc4)C(=O)C13)O2 (stereo unspecified)	10	-5	0	1	-29[20 µM]	19	10&11	0	-3
COC(=O)C(C)Sc1nnc(SC(C)C(=O)OC)s1 (stereo unspecified)	-2	-6	4	1	-26	26	9	-12	-3
CCCCN(C)C(=O)c1oc2ccc(S(=O)(=O)N3CCCCCC3)cc2c1C	38	-15	-8	15	-1	-10	8	0	3
O=C(C1CCCN(S(=O)(=O)c2ccccc2[N+](=O)[O-])C1)N1CCCC1 (stereo unspecified)	-4	-5	-1	9	-14	-15	10	-5	3

Quoted from the listing.
COc1ccc2sc(C)[n+](C)c2c1 | NCF1 inh = -16
O=C(Nc1cccc(C(F)(F)F)c1)c1n[nH]c(Cn2cncn2)n1 | Furin inhibitor = -15[20 µM]
CCCCN(C)C(=O)c1oc2ccc(S(=O)(=O)N3CCCCCC3)cc2c1C | p97 inhibitor = -8
O=C(NNc1ncc(C(F)(F)F)cc1Cl)c1c(Cl)cccc1Cl | BaF3 tox = 83*
